CAL PDZ FP-1: blocks peptide binding to the human CAL PDZ domain | Q9HD26 | purified CAL PDZ, TMR-peptide fluorescence polarization, 1 h | inhibition, % at 24.9 µM | 0.92% of 300,000 active | AID 602252;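 active means mean inhibition of at least 30% with at least half of replicates also reaching 30%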;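 further: 0% = DMSO neutral control and 100% = excess unlabeled competitor peptide PRC23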
LANA DNA inh: inhibitors of KSHV LANA C-terminal domain DNA binding. MBP-C-LANA/FAM-LBS DNA binding, fluorescence polarization. inhibition, % at 9 µM. 0.078% of 340,000 active;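 active means highest replicate inhibition at or above 60% at 9 µM, even if other replicates fall short; inactive means all replicates below 60% inhibition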;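 further: 0% = neutral control wells and 100% = 4 µM acridine orange control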
Arrestin-AP2 inh: inhibitors of human beta-arrestin and AP2 interaction; FITC-arrestin peptide / GST-AP2 beads, flow cytometry; AP2 beta2 appendage carries R879A mutation; inhibition, % at 10 µM; 0.31% of 340,000 active;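 active means inhibition above a set limit, near 3 SD of compounds lacking own fluorescence, cut at about 54% in these data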;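 further: plate controls were DMSO wells for no effect and 5 µM unlabelled arrestin peptide for full effect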
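test system = AP2 appendage R879A on GSH beads | buffer or medium = PBS plus Tween 20 (0.05%) and BSA (0.1%) | incubation = 12 min plus 1 h, RT | detection = bead flow cytometry, FITC channel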
V-ATPase pH: yeast V-ATPase proton transport regulation by pHLuorin; S. cerevisiae, pHLuorin cytosolic pH fluorescence; response, % at 10 µM; 0.37% of 350,000 active; in the data active means response mostly above about 7.3%, no sharp cut-off; inactive means mostly below about 5.4%; further: actives read high; inactives centre near 0; some compounds called inactive have numbers as strong as hits
CAL PDZ FP-2: blocks peptide binding to human CAL PDZ domain. inhibition, % at 20 µM. purified CAL PDZ, TMR-peptide fluorescence polarization, 1 h. 0.02% of 330,000 active. Q9HD26. AID 504414;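 active means highest replicate inhibition of at least 40%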;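 further: plate controls were DMSO neutral control wells for no effect and unlabeled competitor peptide control wells for full effect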
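Test system: purified CerCALP PDZ construct; Compound dosing: one concentration, 20 µM compound; Also added: TMR-labelled reporter peptide T*-PRC34 bound in PDZ groove; Read-out: inhibition from polarization loss; Controls: unlabelled peptide and DMSO controls; Signal: FP readout, S and P plane fluorescence; Incubation: 1 h at RT.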
Cardiac RTF inh: cardiac RTF calcium desensitization; IANBD-labeled cardiac RTF, Ca2+ fluorescence; P19429+P45379; inhibition, % at 7.15 µM; 0.12% of 340,000 active;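 active means inhibition above the mean inhibition of all tested compounds plus 3 SD, cut at about 17% in these data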;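 further: assay run at fixed EC70 calcium of 1.6 mM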
DSG3 Ab inh: blocks pemphigus antibody binding to human desmoglein-3; P32926; DSG3-coupled beads, scFv-anti-DSG3-GFP binding, flow cytometry; hits give low values; binding (percent of control), % at 10 µM; 0.48% of 310,000 active; AID 588358;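 active means binding more than 3 SD below its plate's average and above zero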;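 further: hits lower antibody fragment binding to DSG3; some compounds called inactive have numbers as strong as hits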
DAGLB inhibitor: diacylglycerol lipase beta (human) inhibition. AID 504411. inhibition, % at 5.17 µM. HEK293T DAGLB membrane lysate, EnzChek fluorogenic substrate. 0.059% of 340,000 active. Q8NCG7; in the data active means inhibition above about 34%;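 further: 0% = enzyme with vehicle and 100% = wells lacking enzyme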
Target sequence (Q8NCG7 whole entry, looked up): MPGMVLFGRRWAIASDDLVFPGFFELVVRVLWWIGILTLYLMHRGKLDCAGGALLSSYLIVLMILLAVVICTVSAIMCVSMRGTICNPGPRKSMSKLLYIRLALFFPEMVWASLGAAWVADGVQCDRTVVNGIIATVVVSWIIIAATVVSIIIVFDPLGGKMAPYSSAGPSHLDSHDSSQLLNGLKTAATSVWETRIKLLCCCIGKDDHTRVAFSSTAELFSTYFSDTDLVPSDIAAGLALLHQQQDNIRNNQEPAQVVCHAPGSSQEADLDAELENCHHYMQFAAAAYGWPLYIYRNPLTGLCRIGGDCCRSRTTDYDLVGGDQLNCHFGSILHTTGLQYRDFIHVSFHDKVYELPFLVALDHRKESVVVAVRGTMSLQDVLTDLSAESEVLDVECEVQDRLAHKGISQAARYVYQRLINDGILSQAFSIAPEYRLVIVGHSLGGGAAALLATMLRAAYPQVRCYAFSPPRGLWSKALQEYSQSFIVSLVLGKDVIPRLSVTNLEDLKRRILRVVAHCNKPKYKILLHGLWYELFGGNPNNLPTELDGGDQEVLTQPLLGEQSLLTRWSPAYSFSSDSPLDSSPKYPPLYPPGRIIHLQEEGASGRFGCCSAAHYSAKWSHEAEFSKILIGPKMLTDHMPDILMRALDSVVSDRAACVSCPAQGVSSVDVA
Keap1-Nrf2 PPI: disrupts human Keap1 binding to Nrf2 peptide. Q14145. Keap1 Kelch-Nrf2 peptide fluorescence polarization, 1536-well. inhibition, % at 9.4 µM. 0.15% of 340,000 active; in the data active means inhibition above about 12%;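 further: human Keap1 Kelch domain with fluorescein labeled Nrf2 9mer peptide probe; 0% = neutral control wells and 100% = peptide positive control; higher means more block of Keap1 binding to Nrf2 peptide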
NSD2 HMT inh: blocks human histone methyltransferase NSD2 | NSD2 peptide methylation, AlphaScreen, 120 min | inhibition, % at 12.5 µM | 0.54% of 310,000 active; in the data active means inhibition above about 50%
An asterisk follows results filed as active; . = no result given.

Compound	Keap1-Nrf2 PPI	LANA DNA inh	Arrestin-AP2 inh	Cardiac RTF inh	DAGLB inhibitor	CAL PDZ FP-2	DSG3 Ab inh	NSD2 HMT inh	V-ATPase pH	CAL PDZ FP-1
O=C(CN1CCN(Cc2ccccc2)CC1)Nc1ccc(F)c(F)c1	-1	-1.3	-8	-15	-3	0.4	122	0	0	-3
Cc1cccc(N/N=C/c2ccc(O)c(O)c2O)c1	0	0.7	12	-10	6	-0.9	85	12	3	-1
COc1cc2cc(CN(CCN3CCCC3)C(=O)Nc3ccc(F)cc3)c(=O)[nH]c2cc1OC	-13	-2.8	-7	4	0	-0.7	153	-2	-1	-3
CCCCCC/C=C/c1ccc([C@H]2[C@H]3C=CC[C@@H](C)[C@@H]3C(=O)N2Cc2ccccc2)c(F)c1	-6	1.6	-2	2	-5	0.3	98	.	-5	-4
C#CCOCCOCCOCCNc1nc(N2CCN(C(=O)[C@H]([C@@H](C)O)n3cc(CCCCN)nn3)CC2)nc(N2CCN(C(=O)[C@H]([C@@H](C)CC)n3cc(CCCCN)nn3)CC2)n1	-2	0.7	13	-5	-1	-0.6	102	.	3	1
O=C(NCc1ccco1)c1nc(-c2ccccc2)n(-c2ccccc2)n1	-1	1.6	0	-7	1	-1.3	.	60*	2	1
CC(=O)Nc1ccc(NC(=O)C(C)OC(=O)c2ccc3ccccc3n2)cc1 (stereo not given)	5	-0.2	-4	-6	0	-0.9	.	-1	6	-6
NC(=O)CC(NC(=O)Cc1cccc2ccccc12)c1ccc(NC2CCCCCC2)c([N+](=O)[O-])c1 (stereo not given)	-5	2.2	9	3	6	-0.5	99	.	1	-2
O=[N+]([O-])c1ccc(N/N=C/c2ccccc2O)cc1	-4	1.9	1	-8	3	0.0	96	-5	-4	-9
COc1ccccc1N1CCN(c2cnccn2)CC1	-4	0.1	-6	0	-2	-0.8	107	1	4	.
O=C1C[C@@H]2c3c(cccc3CN1Cc1ccc(F)cc1)C[C@@H](O)[C@H]2O	4	-0.2	11	-3	0	0.2	104	.	0	1
Cc1ccc(S(=O)(=O)NC(Cc2ccccc2)C(=O)O)cc1C (stereo not given)	-1	-0.2	9	4	0	0.5	94	-3	-1	5
COc1cccc(-c2nc(CS(=O)(=O)CC(=O)N3CCCCC3)c(C)o2)c1	-4	1.1	-8	-18	2	-1.1	108	-2	11	0
O=C(NCC(c1cccnc1)N1CCN(c2ccccc2F)CC1)c1cccc(Cl)c1 (stereo not given)	-1	0.5	-4	0	-2	0.0	105	-1	5	-3
Cc1ccccc1C1CC(=O)c2ccccc2C1C (stereo not given)	-6	0.5	9	9	-9	-0.4	91	-1	0	8
O=C(C1CCN(S(=O)(=O)c2cc(Cl)ccc2Cl)CC1)N1CCOCC1	3	5.6	56*	6	-3	-2.6	.	-6	2	-1
COc1ccc(OCCNC(=O)c2cc(C3CC3)nc3c2cnn3C(C)C)cc1	-8	0.3	-5	-1	-4	-0.8	105	1	1	0
COc1cc(C(=O)Oc2ccccc2/C=N/NC(=O)c2ccc(C)c(Cl)c2)cc(OC)c1OC	3	-0.2	2	2	-3	-0.6	103	-2	3	2
COc1cccc(NC(=O)c2ccc(CN3CCOCC3)cc2)c1	-7	0.4	3	-5	-2	-0.3	111	0	-1	.
CC(C)c1ccc(C(C(=O)NC2CCCC2)N(C(=O)c2csnn2)C2CC2)cc1 (stereo not given)	-1	-0.1	19	2	-1	-2.8	.	4	1	-2
O=C(NC(=S)Nc1ccc(-c2nc3ncccc3o2)cc1)c1ccccc1F	1	1.1	9	15	-1	-0.1	98	1	3	0
O=C1CSC(c2cccc(F)c2)N1c1ccc(O)cc1 (stereo not given)	4	0.5	-10	-16	2	-2.2	85	.	0	2
Cn1c(C(=O)NCCc2c[nH]c3ccccc23)cc2sccc21	-6	3.6	10	3	-2	-0.2	98	.	0	.
Brc1cc2ccccc2[n+](Cc2ccccc2)c1	-7	-0.5	-5	3	0	-0.3	85	.	-2	-1
CC(=O)C(Cc1ccccc1)NC(=O)COC(=O)c1ccc(-n2cnnn2)cc1 (stereo not given)	2	-0.1	9	5	-1	-0.5	89	-1	0	.
CC(=O)N(C(C)=O)n1c(/C=C/c2cccc([N+](=O)[O-])c2)nc2ccccc2c1=O	0	0.1	19	-5	4	-1.7	123	0	-1	-8
CCOC(=O)C1(Cc2ccc(OC)cc2)CCN(C(=O)c2ccoc2C)CC1	-2	0.2	13	-4	-3	0.3	105	4	1	.
O=C(CSc1nnc2c(n1)[nH]c1ccc(F)cc12)N1CCOCC1	-1	-1.0	10	-21	-1	-1.9	103	-2	-3	-3
Cc1ccc(C)c2[nH]c(=O)c(CN(Cc3ccco3)C(=S)NCC3CCCO3)cc12 (stereo not given)	-3	-1.5	-9	1	1	-7.6	102	1	-2	.
CCOc1ccccc1NC(=O)C1CCCN1C(=O)OCc1ccccc1 (stereo not given)	2	5.0	-6	-9	-1	.	117	-3	4	-2
Cc1cc(C)cc(N2C(=O)C=CC2=O)c1	-4	-0.9	30	-4	-2	0.7	107	-1	10	1
COC(=O)c1ccc(CSCc2ccc(C(=O)OC)o2)o1	-3	-0.3	0	-3	-4	-0.9	96	0	-3	8
COc1ccc(/C=N/NC(=O)c2cccs2)c2ccccc12	0	-2.1	-10	-3	0	-1.0	.	3	-2	-3
Cc1ccc2nc(CSc3nc(C)nc4c3oc3ccccc34)[nH]c2c1	-5	-1.5	16	1	-4	-2.8	95	.	-4	-1
CCc1nnc(NC(=O)C(CC)CC)s1	-6	0.7	0	-12	-4	-0.7	95	-3	3	-1
COc1ccc2cc(CCNC(=O)c3ccc(Br)o3)c(=O)[nH]c2c1	-1	-0.3	-5	4	0	-0.6	97	.	0	.
CCCCC1N2CC3([N+](=O)[O-])CN1CC([N+](=O)[O-])(C2)C3(C)C (stereo not given)	-2	1.9	6	-18	0	-0.2	127	-1	-1	-2
CCCN(C(=O)c1cc(S(=O)(=O)N2CCCCCC2)ccc1OC)C1CCS(=O)(=O)C1 (stereo not given)	6	0.5	26	-14	1	-1.8	101	2	1	-2
Cc1nn(CC(=O)NCC(C)c2ccccc2)c(=O)c2cccn12 (stereo not given)	0	1.0	14	-8	1	-3.4	.	6	-5	-2
Cc1ccc(C(=O)NCc2ccc3c(c2)OCO3)o1	1	2.8	38	-9	-1	-2.6	106	1	0	1
CC1(C)C(=O)OC(c2cc(Br)ccc2O)C(C)(C)C1=O (stereo not given)	4	1.5	33	-21	-6	-0.6	104	-2	-1	-6
CC(OC(=O)c1ccc(NC(N)=O)cc1)C(=O)Nc1ccc2c(c1)OCCO2 (stereo not given)	4	-0.9	4	2	-1	-5.4	89	3	0	.
COCCn1c(N)c(N(Cc2ccccc2)C(=O)c2cc(=O)[nH]c3ccccc23)c(=O)[nH]c1=O	3	0.8	-11	-4	0	0.3	.	93*	-3	7
O=C(NCC1CCCO1)c1ccc(Cn2c(=S)[nH]c3ccccc3c2=O)cc1 (stereo not given)	-3	4.8	15	-2	6	0.4	96	-4	3	-1
CCN(C(=O)COC(=O)c1c(C)nn(-c2ccccc2)c1Cl)c1c(N)n(Cc2ccccc2)c(=O)[nH]c1=O	2	-0.8	2	-5	1	-2.4	92	-1	0	-6
Fc1cccc(Nc2nc(N3CCOCC3)nc(N3CCOCC3)n2)c1	-3	2.2	32	0	-5	0.2	94	0	3	0
O=C(Nc1cc(NC(=O)c2ccccc2F)ccc1Cl)c1ccccc1	-4	-4.8	33	-7	-1	-4.8	105	-2	3	-1
Cc1nc2cc(C(=O)OCC(=O)Nc3cccc(Cl)c3)ccc2n1-c1ccccc1	-1	2.2	-2	5	0	-3.6	107	-2	-1	-2
NS(=O)(=O)c1ccc(CCNC(=O)COC(=O)C2CCN(c3ccc(C(F)(F)F)cn3)CC2)cc1	-7	-0.4	0	5	0	-1.3	106	-1	5	-5
CCOC(=O)[C@@H]1[C@H]2COc3ccccc3[C@H]2N2C(=O)N(c3cccc(C)c3)C(=O)[C@]12C	-2	-0.8	21	-4	-4	0.2	98	.	0	-3
O=C(NCC1CCCCC1)c1ccc([N+](=O)[O-])cc1	-4	0.6	27	-6	-3	-0.8	107	-1	-1	.
Cc1ccc(CS(=O)(=O)CCC(=O)NCCCOC(C)C)cc1	-2	-1.4	-13	-25	1	-1.6	100	3	0	-9
COC(=O)c1c(NC(=O)CN2C(=O)NC3(CCCCC3C)C2=O)sc2c1CCC2 (stereo not given)	-2	-1.1	-1	-7	-1	-1.9	103	7	-2	-5
COc1ccccc1C(=O)NC(CCSC)C(=O)NNC(=O)c1ccccc1O (stereo not given)	-2	-0.7	6	-3	2	-0.6	.	11	-1	0
C=CCN(c1ccccc1)S(=O)(=O)c1cccc(C(=O)N2CCCC2)c1	-4	0.9	19	-10	3	-2.3	.	0	1	3
Cc1ccc(S(=O)(=O)NCC(=O)N2CCCC2C(=O)O)cc1 (stereo not given)	0	-2.1	-2	0	-4	0.2	98	-3	-4	-1
COc1cccc(CNC(=O)c2ccc(CS(=O)(=O)Cc3ccccc3C)o2)c1	-1	1.9	5	-12	-1	-1.9	.	-6	-1	-5
CCCCCn1c(=O)[nH]c2cc(C(=O)NCCCN3CCCCC3CC)ccc2c1=O (stereo not given)	-1	-0.8	20	8	1	-1.2	.	1	4	-3
O=C(CSc1nnc(NC(=O)c2cccc(F)c2)s1)NC1CC1	-1	-1.4	22	10	-2	-3.6	.	0	-2	4
COC(=O)c1ccc(Oc2cc(C)nc(Cl)n2)cc1	0	1.4	4	-5	-2	-3.6	101	-4	-1	-1
COCC(=O)OCC(=O)Nc1cc([N+](=O)[O-])ccc1Cl	-3	-1.5	32	2	-1	-0.3	96	3	-1	.
C=CCc1ccccc1OCC(O)CN1CCN(c2ccccc2F)CC1 (stereo not given)	-5	1.0	-10	2	-11	-0.1	107	0	-2	1

Screens (PubChem BioAssay)

This is a subset, so the mix of outcomes need not match the whole.
